Screening results: PubChem BioAssay, National Center for Advancing Translational Sciences (NCATS)
Rab9 prom act – Rab9 promoter activation; Huh7 Rab9 promoter-luciferase reporter, luminescence, 24 h; Potency, µM (doses to about 9.22 µM), for inactives: top-dose activation, negative = inhibition, usual class: activators; 320,000 tested, 2.8% active; also: potency is read from the fitted curve at half-maximal effect; % of control where 0% means no effect; nearly all actives have a fitted effect of over 60% in size
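Huh7 reporter line, Rab9 promoter upstream of luciferase. Compound exposure 24 h at 37 °C in reduced-serum medium with 10% FBS. Read-out: luminescence.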
RORgamma inh – inhibitors of mouse ROR gamma transcriptional activity; Potency, µM (doses to about 53.6 µM), inactives show top-dose activity change, negative = inhibition, actives largely listed as inhibitors; Drosophila S2 Gal4-RORgamma UAS-luciferase reporter, 20 h; P51450; 310,000 tested, 5.4% active; also: potency is read from the fitted curve at half-maximal effect; % is scaled to controls: 0 for no effect and ±100 for the full control effect; nearly all actives have a fitted effect of over 60% in size
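Schneider cells (Drosophila), stable Gal4 DBD–ROR gamma + UAS-luc; 1 hr cmpd preincubation; Cu2+ induction 700 uM final; 20 hr ambient; luminescence.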
Menin-MLL TR inh – inhibitors of human menin-MLL interaction, mutant MLL peptide | O00255 | Potency, µM (highest dose often 61.6 µM), for the others: top-dose FP activity change, negative = inhibition, usual class: inhibitors | Menin + Texas Red MLL mutant peptide, fluorescence polarization | 270,000 tested, 0.23% active; active = well fitted inhibition curve with a large enough effect in the polarisation, with a control signal flat, not every such curve was filed as active; inconclusive = small, poorly fitted or top-dose-only effect, or effect the other way, or a change in a side signal; inactive = no such curve, though single readings can be large or run the other way; the % refers to the polarisation; also: potency is read from the fitted curve at half-maximal effect; % of control where 0% means no effect; many of its hits are not listed in these tables
PKM2 activator – activators of human pyruvate kinase M2 | P14618 | purified PKM2, Kinase-Glo ATP luminescence, activation; response scale: 0% is enzyme alone, no compound | Potency, µM (series often up to 57.5 µM), for inactives: at the top dose activation, usual class: activators | 260,000 tested, 0.34% active; also: potency is read from the fitted curve at half-maximal effect; % is scaled to controls: 0 for no effect and ±100 for the full control effect; nearly all actives have a fitted effect of over 55% in size
Target sequence (P14618 whole entry, looked up): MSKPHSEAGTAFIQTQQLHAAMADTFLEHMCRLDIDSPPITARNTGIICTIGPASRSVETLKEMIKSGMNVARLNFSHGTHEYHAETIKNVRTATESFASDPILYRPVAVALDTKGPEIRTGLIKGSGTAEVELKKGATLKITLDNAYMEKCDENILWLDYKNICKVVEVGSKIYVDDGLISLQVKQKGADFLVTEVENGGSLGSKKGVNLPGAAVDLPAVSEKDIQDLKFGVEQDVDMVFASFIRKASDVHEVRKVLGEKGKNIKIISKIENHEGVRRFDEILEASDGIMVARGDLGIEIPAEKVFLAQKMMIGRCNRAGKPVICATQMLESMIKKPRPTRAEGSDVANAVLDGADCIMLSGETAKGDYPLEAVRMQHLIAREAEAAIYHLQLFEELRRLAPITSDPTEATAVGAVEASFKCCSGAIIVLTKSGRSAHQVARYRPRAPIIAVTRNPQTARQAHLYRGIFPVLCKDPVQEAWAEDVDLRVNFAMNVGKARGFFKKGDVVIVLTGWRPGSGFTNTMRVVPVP
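ATP formation by purified human PK-M2, quantified via coupled luciferase luminescence after 1 h at room temperature with 0.1 mM ADP and 0.5 mM PEP final.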
ELG1 genotoxic – genotoxicity induction in ELG1-luciferase HEK293T cells | HEK293T ELG1-luciferase reporter, luminescence, 16 h | 330,000 tested, 1.3% active | AID 504466 | Potency, µM (series often up to 46 µM), for inactives: top-dose activity change, positive = activation, most hits filed as activators; also: potency is read from the fitted curve at half-maximal effect; % of control where 0% means no effect; nearly all actives have a fitted effect of over 60% in size
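ELG1-luciferase HEK293T cells, 2,000/well; compound pinned in; 16 hr, 37 °C, 5% CO2; ONE-Glo, 30 min RT; luminescence on CCD imager.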
NPC1 prom act – activates the NPC1 promoter | Potency, µM (titrated, usually from 9.22 µM), without a hit: at the highest dose activation, most hits filed as activators | 320,000 tested, 2.4% active | Huh7 NPC1 promoter luciferase reporter, 24 h;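 also: potency is read from the fitted curve at half-maximal effect; % of control where 0% means no effect; nearly all actives have a fitted effect of over 60% in size; reporter is driven by a mutant NPC1 promoter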
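In 1536-well qHTS, Huh7 cells harboring an NPC1 promoter–luciferase construct received compound for 24 h; activation was quantified by luminescence following luciferase reagent addition.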
BRCA1 expr act – activators of BRCA1 expression | MCF7-BRCA1-FFLuc reporter, luminescence, 48 h; response scale: scaled: vehicle 0%, 10 µM genistein 100% | Potency, µM (titrated, usually from 46.1 µM), inactives show at the highest dose activation, actives largely listed as activators | 380,000 tested, 1.1% active; also: potency is read from the fitted curve at half-maximal effect; nearly all actives have a fitted effect of over 80% in size; some results filed as inactive show a strong effect at the top dose
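Luminescence from a BRCA1-driven firefly luciferase in MCF7 cells was the read-out, taken 15 min after substrate addition following 48 h compound exposure at 37 °C. Data were normalized to a 10 microM genistein control and DMSO vehicle.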
FLuc modulator – counter-screen for miR-21 project: firefly luciferase inhibitors or activators; Potency, µM (highest dose often 57.5 µM), inactives show at the top dose activity change, negative = inhibition, usual class: inhibitors; 360,000 tested, 6.9% active; purified FLuc, Km substrates, luminescence inhibition;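 also: potency is read from the fitted curve at half-maximal effect; plate controls were vehicle for no effect and reference inhibitor for full effect; nearly all actives have a fitted effect of over 55% in size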
Target sequence (P08659 whole entry, looked up): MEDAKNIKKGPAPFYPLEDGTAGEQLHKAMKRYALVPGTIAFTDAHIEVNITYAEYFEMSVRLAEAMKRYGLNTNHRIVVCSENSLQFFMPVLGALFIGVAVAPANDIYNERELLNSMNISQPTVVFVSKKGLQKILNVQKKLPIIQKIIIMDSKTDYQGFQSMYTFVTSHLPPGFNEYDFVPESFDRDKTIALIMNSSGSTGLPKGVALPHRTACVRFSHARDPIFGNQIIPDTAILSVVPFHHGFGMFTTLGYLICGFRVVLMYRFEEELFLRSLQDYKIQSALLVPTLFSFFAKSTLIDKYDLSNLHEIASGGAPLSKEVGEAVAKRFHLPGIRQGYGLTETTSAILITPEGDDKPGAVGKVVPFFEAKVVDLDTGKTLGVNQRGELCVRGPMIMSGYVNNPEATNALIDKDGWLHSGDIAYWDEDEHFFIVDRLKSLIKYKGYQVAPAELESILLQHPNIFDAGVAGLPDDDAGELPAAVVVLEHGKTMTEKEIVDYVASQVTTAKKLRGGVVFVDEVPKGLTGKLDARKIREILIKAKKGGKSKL
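Purified P. pyralis luciferase, 10 nM final, with Km-level 10 uM D-luciferin and 10 uM ATP in 50 mM Tris acetate pH 7.5, 10 mM Mg acetate, 0.01% Tween-20, 0.05% BSA; 6-point qHTS titration about 60 µM downward; luminescence read.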
p53 reactivator – re-activators of mutant p53; AID 504706; 320,000 tested, 0.063% active; H1299 p53-A138V BP100-luciferase reporter, luminescence, 24 h; Potency, µM (highest dose often 92.2 µM), inactives show at the top dose activity change, positive = activation, most hits filed as activators; also: potency is read from the fitted curve at half-maximal effect; % of control where 0% means no effect; nearly all actives have a fitted effect of over 45% in size
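p53-null H1299 cells stably carrying temperature-sensitive p53-A138V and a BP100-luciferase reporter were pinned with compounds (4-point, 1:5 series) and held 24 hrs at 37 deg C. Luminescence was read 10 min after detection reagent.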
Giardia killer – Giardia lamblia killing; Giardia lamblia trophozoite viability; AID 540267; 340,000 tested, 0.15% active; activity change, % at 7.66 µM, hits read low; in the data active = activity change below about -80%; inconclusive = between about -30% and that limit;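 also: parasites exposed to compound for two days anaerobically before the ATP read; % is scaled to controls: 0 for no effect and ±100 for the full control effect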
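Each well holds 100 Giardia trophozoites and compound. After two days (48 hrs) at 37 deg C in anaerobic conditions, ATP is quantified by luminescence.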
Gal4-VP16 FLuc – Gal4-VP16 reporter inhibition counter-screen; Drosophila S2 Gal4-VP16 UAS-luciferase, luminescence, 20 h; 310,000 tested, 3.5% active; AID 2546; Potency, µM (top dose mostly 53.6 µM), for inactives: at the highest dose activity, negative = inhibition, usual class: inhibitors;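 also: Gal4-VP16 expression switched on by copper sulfate through the metallothionein promoter; potency is read from the fitted curve at half-maximal effect; % is scaled to controls: 0 for no effect and ±100 for the full control effect; nearly all actives have a fitted effect of over 50% in size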
* = called active by the depositor; u = inconclusive; x = not tested or not shown; [ ] = dose if it differs, or a comment. Unless noted, calls follow the shape of the dose curve; as a rule, active = well fitted curve in the direction sought with a large enough effect; inconclusive = small, poorly fitted or top-dose-only effect, or another doubt; inactive = no such curve, though single readings can be large; an effect the other way counts as inactive or inconclusive. A portion of the library; the hit share may differ from the screen's.

Below each SMILES: Rab9 prom act, RORgamma inh, Menin-MLL TR inh, PKM2 activator, ELG1 genotoxic, NPC1 prom act, BRCA1 expr act, FLuc modulator, p53 reactivator, Giardia killer, Gal4-VP16 FLuc
1) Cc1ccc(Nc2nc(C)cc(C)c2C(N)=O)c(C)c1
 : 5%, x, -20%, -3%, 18%, 9%, -16%, 3%, x, -5, x
2) CCn1c(SCC(=O)C(C)(C)C)nnc1-c1cnccn1
 : -3%, u, 4%, -9%, 4%, 2%, 18%, -1%, 6%, 15, 17%
3) CCOc1ccc(NC(=O)CCSc2ccc3ccccc3n2)cc1
 : 0%, -25%, 53%[activator], -6%, 11%, -2%, -4%, -15%, 14%, 22, -28%
4) Cc1ccc(/C=C/c2ccc(=O)n(Cc3ccc(Cl)cc3Cl)n2)cc1
 : -1%, 14%, 6%, 1%, 0%, -1%, -30%, 3%, 5%, -9, -10%
5) C=CCNC(=O)c1ccccc1NC(=O)C1COc2ccccc2O1 (configuration not stated)
 : -42%[inhibitor], 26%, u, 5%, -11%, -41%[inhibitor], 15%, -5%, 5%, 8, 1%
6) CCCn1c(Cc2ccccc2)nnc1SCC(=O)N1CCOCC1
 : -2%, 6%, 0%, 0%, 1%, -3%, 0%, 0%, -1%, -2, -5%
7) CCCC12CN3CC(C)(CN(C1)C31CCCCC1)C2=O
 : -1%, 2%, -2%, -2%, 2%, -4%, 0%, 0%, -4%, -5, -5%
8) COc1ccc(NC(=O)CSc2nn3c(=O)c(C)nnc3s2)cc1
 : -1%, -21%, 3%, -12%, 0%, 5%, -11%, 1%, -10%, 4, 4%
9) Cc1ccc(S(=O)(=O)NCC(c2ccccc2)N2CCN(c3ccc(F)cc3)CC2)cc1 (configuration not stated)
 : -14%, 20%, 19%, 1%, -1%, 4%, -27%, -1%, 11%, -15, u
10) O=C(Nc1ccccc1)c1cccc(Cn2cc(C(F)(F)F)ccc2=O)c1
 : -4%, 26%, x, -3%, -3%, -7%, 0%, 4%, -3%, 22, -1%
11) O=C(Oc1ccccc1)c1cccc(N2C(=O)CCC2=O)c1
 : 3%, -38%, 3%, -7%, 0%, 9%, 0%, -1%, 1%, -12, -1%
12) O=C(CC1C(=O)NCCN1CC1CCCCC1)NCc1ccccc1Cl (configuration not stated)
 : -7%, -26%, u, 2%, -1%, -2%, -26%, -3%, -7%, 11, 2%
13) CN(C)C(=O)c1ccc(-c2cc(C(F)(F)F)nn2C)s1
 : u, 10%, x, 9%, u, 3.5µM*, u, 15µM*, 8%, 11, -6%
14) O=S(=O)(c1ccc2ccccc2c1)N1CCc2ccccc21
 : -1%, u, -3%, 5%, -5%, 2%, -26%, 1%, x, 29, -17%
15) CN1CCN(c2ccc(Cl)cc2NC(=O)c2ccc(S(=O)(=O)N3CCCCCC3)cc2)CC1
 : -4%, 4%, -27%, -2%, 4%, -3%, -76%, 0%, -1%, 8, 1%
16) N#Cc1ccc(OCC(=O)N/N=C(\CCC(=O)O)c2cccs2)cc1
 : -2%, -6%, -5%, -10%, 2%, 1%, -13%, -8%, -2%, -5, -12%
17) O=C(O)/C=C\C(=O)Nc1ccc(N2CCN(c3ccc(Cl)c(Cl)c3)CC2)cc1
 : -10%, 5%, u, -1%, -3%, -2%, -6%, u, -3%, 2, 5%
18) Cc1ccc(C)c(NC(=O)COC(=O)c2cccc3c2C(=O)c2ccccc2C3=O)c1
 : -11%, -5%, -3%, 1%, -8%, -4%, -75%, 0%, 0%, -24, -13%
19) C=CCc1ccc(OCCCNCc2ccccc2)c(OC)c1
 : -2%, -8%, -24%, -2%, -2%, -3%, 1%, -13%, 15%, -20, 8%
20) Cc1cccc2sc(NS(=O)(=O)c3ccccc3)nc12
 : 4%, 27%, x, u, -5%, -2%, 17%, 2%, -9%, 31[activator], -12%
21) O=C(CSc1nnc(Cc2ccccc2)o1)NC1CC2CCC1C2 (configuration not stated)
 : -3%, -2%, -12%, -6%, 0%, -2%, -12%, 5%, 0%, -1, -3%
22) COc1ccc(NS(=O)(=O)c2ccc(C)c(C(=O)N(C)Cc3ccc(OC)cc3OC)c2)cc1
 : -3%, x, x, x, -3%, -1%, -25%, -6%, -4%, -8, x
23) Cc1cc(OC(C)C(=O)NC2CCN(Cc3ccccc3)CC2)c2c(C)cc(=O)oc2c1 (configuration not stated)
 : -8%, -8%, x, x, 1%, -4%, -9%, 0%, 3%, -14, 3%
24) OCCN1CCN(CCOc2ccccc2-c2ccccc2)CC1
 : -13%, 42%, -25%, -22%, -6%, 2%, -22%, 0%, -16%, 2, u
25) Cc1ccc(C(=O)N/C(=C/c2ccccc2)C(=O)NCC2CCCO2)cc1 (configuration not stated)
 : -3%, -11%, -11%, -1%, -1%, -2%, 6%, 0%, -2%, -5, -1%
26) CCOC(=O)C1=NNC2(CC(=O)N(c3cc(C)cc(C)c3)C2=O)C1 (configuration not stated)
 : 2%, -21%, x, -6%, 1%, -5%, -17%, 2%, -1%, 14, 8%
27) O=C(Cn1nnc(-c2ccccc2NC(=O)c2ccco2)n1)NC1CCCCC1
 : -4%, -11%, 30%[activator], -8%, 0%, -2%, 3%, -1%, 4%, -13, 2%
28) S=c1[nH]nc(Cc2noc3ccccc23)n1-c1ccccc1
 : -9%, 10µM*, 13%, 1%, 1%, -5%, 19%, 0%, -3%, -24, -6%
29) CC(C)CN1C(=O)c2ccc(NC(=O)c3ccccc3F)cc2C1=O
 : u, 25%, 10%, -13%, u, 29%, 56%, 12µM*, 8%, 14, 14%
30) CN(CCc1ccccc1)C1CCCN(S(=O)(=O)CC(F)(F)F)C1 (configuration not stated)
 : 0%, 8%, -1%, 2%, -2%, 0%, -20%, -1%, x, 3, -3%
31) S=C(Nc1cccc(Cl)c1)N1CCOCC1
 : 1%, -19%, -2%, 1%, 0%, -1%, 6%, 0%, 8%, -1, 15%
32) Cc1ccc(SCC(=O)OCn2nnc3ccccc3c2=O)cc1C
 : 2%, 33%, 1%, -5%, -1%, -2%, 5%, -4%, 0%, -8, 1%
33) CCOC(=O)/C(C#N)=N\Nc1cc(Cl)ccc1OC
 : 1%, 1%, x, 0%, 1%, -3%, 0%, 4%, 0%, 29, -11%
34) C1=C(CCNCC2CC2)CCCC1
 : 0%, 5µM*, -9%, 2%, 1%, 0%, -5%, 1%, 1%, -21, -6%
35) NC(=O)c1cc([N+](=O)[O-])ccc1NCc1cccc2ccccc12
 : -3%, x, x, x, 4%, -3%, -40%, -12%, -7%, -4, x
36) COc1ccc(S(=O)(=O)NC(N)=NCCc2ccccc2OC)cc1
 : 1%, 18%, -5%, 0%, -6%, -3%, -35%, 1%, -2%, -10, 13%
37) c1ccc(OCCCc2nc(-c3ccncc3)no2)cc1
 : 0%, 7%, 0%, -5%, 2%, -2%, -1%, 1%, 19%, 1, 7%
38) N#CCc1nc2ccccc2c(=O)[nH]1
 : 0%, 19%, x, 1%, -2%, -6%, -17%, 5%, -1%, 53[activator], -8%
39) CCc1ccc2c(c1)c(N=NC1=NC(=O)CS1)c(O)n2C
 : -2%, 45%, u, 21%, -3%, -2%, -16%, 0%, 2%, -20, -17%
40) NC(=O)c1cccn(Cc2ccc(C(F)(F)F)cc2)c1=O
 : -2%, 4%, 2%, -2%, -6%, -1%, 0%, 0%, -2%, -3, 1%
41) C=CCn1c(SCC(=O)Nc2ccccc2OC)nnc1-c1ccccn1
 : -3%, -24%, 19%, 6%, -2%, -6%, 0%, 1%, -8%, 6, -4%
42) O=C(CSc1ncn[nH]1)Nc1cccc2ccccc12
 : x, 3%, -18%, -3%, x, x, -9%, 1%, x, 7, 14%
43) CCOC(=O)c1sc(N2C(=O)C(O)=C(C(=O)c3ccco3)C2c2ccco2)nc1C (configuration not stated)
 : -2%, 37%, u, 7%, -14%, -6%, -6%, 1%, 3%, -3, 18%
44) O=C(NCCc1cccs1)c1ccc(Cl)cc1
 : 0.32µM*, 8.9µM*, x, -2%, u, 0.35µM*, u, 1.2µM*, 16%, -29, u
45) O=C(C1CC(=O)N(c2ccc(Cl)cc2)C1)N1CCN(Cc2ccc3c(c2)OCO3)CC1 (configuration not stated)
 : -4%, 18%, x, x, -16%, 0%, -33%, 5%, 0%, 15, -24%
46) CCC(C)(C)NC(=O)C(c1cccc(OC)c1OC)N(CCOC)C(=O)CCC(=O)Nc1cc(C)on1 (configuration not stated)
 : -6%, 3%, x, x, 1%, -3%, -14%, 3%, 0%, -11, -1%
47) COc1ccc(S(=O)(=O)N2CCCCCC2)cc1NC(=O)CC1OC(=O)c2ccccc21 (configuration not stated)
 : 1%, x, x, x, -1%, 3%, -10%, -1%, -3%, 3, x
